aSyn yeast rescue – inhibitors of alpha-synuclein toxicity in yeast; S. cerevisiae alpha-synuclein toxicity rescue, BacTiter-Glo growth, 24 h; Potency, µM (doses to about 46.1 µM), inactives show at the top dose growth rescue (activation), actives largely listed as activators; actives 0.02% (n = 94,000); AID 1347070; active means well fitted activation curve with a large enough effect; further: 0% is about no effect
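Growth restoration measured by BacTiter-Glo luminescence after 24 hr at 30 deg C; alpha-synuclein yeast, raffinose-pregrown to mid-log, were added at OD600=0.02 in galactose medium onto pinned compounds.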
* hit, by the source's call; [ ] = dose if it differs, or a comment. Potency means the concentration at half of the fitted maximal effect. A portion of the library, so the mix of outcomes need not match the whole.

SMILES	aSyn yeast rescue
O=C(CCS(=O)(=O)c1ccccc1)N(Cc1cccnc1)c1nc2ccc(Cl)cc2s1	8%
Cc1ccc(CNC(=O)COCc2cc(-c3ccc4c(c3)OCO4)on2)cc1	4%
COc1ccc(CNc2nc3ccccc3n2Cc2ccc(Cl)cc2)cc1OC	15%
O=C(CO/N=C/c1cccc([N+](=O)[O-])c1)NC1CCCCCC1	13%
Clc1cccc(C2=NC(c3cccs3)=Nc3ccc(Br)cc3N2)c1	-37%[inhibitor]
CCC(=O)N1c2ccccc2CC1C(=O)NCCCN1CCN(c2cccc(Cl)c2)CC1 (stereo not given)	0%
FC(F)(F)c1cc(-c2ccccc2)nc(-n2cc(Cl)cn2)n1	-3%
COc1ccc2[nH]c(=O)c(CNc3ccccc3OC)cc2c1	-9%
C[C@@H]1CN([C@@H](C)CO)C(=O)CCCn2nncc2CO[C@H]1CN(C)C(=O)Nc1cccc2ccccc12	0%
O=C(CCn1cnc2onc(-c3ccc(F)cc3)c2c1=O)N1CCN(c2ccc(F)cc2)CC1	22%
O=C(Nc1cccc(C(F)(F)F)c1)c1csc(-c2ccncc2)n1	-12%
CC(C)(C)OC(=O)N1CCC(c2c(C(=O)NC3CCN(Cc4ccccc4)CC3)cnn2-c2cccc(F)c2)CC1	-5%
CCN(CC)c1nc(-c2ccc(C(=O)NN)cc2)nc(-c2ccc(C(=O)NN)cc2)n1	-9%
Cc1sc(-c2cccnc2)nc1OC(=O)C1CC1	1%
COc1ccc(-n2c(C)cc(/C=C/c3nc(O)c([N+](=O)[O-])c(=O)[nH]3)c2C)cc1	-1%
O=C1C=C(c2n[nH]nc2-c2ccccc2)C[C@@H](c2ccc(F)cc2)C1	-8%
O=C(CC1N=C2c3ccccc3N=C(SCc3ccc(Cl)cc3)N2C1=O)NCCc1ccccc1 (stereo not given)	-3%
O=C(CSc1nc2ccsc2c(=O)n1-c1ccc(Br)cc1)NCc1ccccc1	6%
Cc1ccc(Cn2c(CO)cnc2SCC(=O)Nc2cccc(F)c2)cc1	4%
CCCCCn1c(=N)c(S(=O)(=O)c2ccc(C)cc2)cc2c(=O)n3cc(C)ccc3nc21	5%
O=C1NC(=O)/C(=C\c2ccsc2)N1	0%
O=S(=O)(c1ccccc1)N1CCC(O)(CSc2ccc(F)cc2)CC1	-1%
COc1ccc2c(C=Nc3c(C)n(C)n(-c4ccccc4)c3=O)c(O)n(Cc3ccco3)c(=O)c2c1	-3%
O=S(=O)(NCC(c1cccs1)S(=O)(=O)c1ccccc1)c1ccccc1 (stereo not given)	-11%
Cc1cc(Nc2ccc3c(c2)OCCO3)n2nc(C)nc2n1	7%
CC(=O)Nc1ccc(S(=O)(=O)N2CCC(c3nnnn3-c3ccccc3)CC2)cc1	0%
Cc1cccc(Cc2c(C)nc3nc(SCc4ccccc4C)nn3c2C)c1	-6%
O=C(O)c1cccc2c1C(=O)c1ccc(N3CCN(Cc4ccc5c(c4)OCO5)CC3)cc1S2(=O)=O	0%
Cc1ccc(-c2c(C)n3c4c(=O)n(C)c(=O)n(C)c4nc3n2CCCO)cc1	8%
CCOc1cc(CNc2ccc(N3CCOCC3)cc2)cc(Br)c1OCC	3%
COc1ccc(CCNC(=O)COC(=O)C2=NNC(=O)CC2)cc1	-6%
O=C(C[C@H]1C(=O)N(CCc2ccccc2)C[C@@H]1Cc1ccccc1)Nc1ccc(Br)cc1	6%
COc1ccc(NC(=O)Cn2c(=O)n(CCC(=O)NCc3ccccc3OC)c(=O)c3ccccc32)cc1Cl	-14%
CCc1ccc(-c2[nH]c3c(c2-c2sc(C)c(C(=O)OC)c2O)c(=O)[nH]c(=O)n3C)cc1	8%
Cc1cccc(N2CCN(C(=O)C3CCN(S(=O)(=O)c4ccc5c(c4)oc(=O)n5C)CC3)CC2)c1C	8%
CCOC(=O)CCn1c(=O)c2cccn2c2cccnc21	5%
OCC1CCCN(C(=S)Nc2ccc(Nc3ccccc3)cc2)C1 (stereo not given)	-7%
CCCCN1C(=O)C(CC(=O)NCC2CCCCC2)CC(C(=O)N2CCOCC2)=C1C (stereo not given)	-6%
CC(C)(C)OC(=O)N1CCC(NC(=O)c2[nH]cnc2C(=O)Nc2ccc(Br)cc2F)CC1	-3%
CCOC(=O)C(C)Oc1cccc2c(=O)n(CC(=O)NCc3ccc4c(c3)OCO4)ccc12 (stereo not given)	-3%
O=C(NC1CCCC1)C1CCN(C(=O)c2ccc(Cl)cc2Cl)CC1	4%
COc1ccccc1CNC(=O)CCc1c(C)nn(-c2ccc(N3CCCC3)nn2)c1C	-2%
CCOC(=O)C1CCN(C(=O)CN2c3ccc(C(C)C)cc3-c3ccccc3S2(=O)=O)CC1	6%
CC(C)Oc1cccc(NC(=O)C2CCN(S(=O)(=O)Cc3ccccc3)CC2)c1	2%
O=C(/C=C/c1ccccc1[N+](=O)[O-])c1ccccc1Br	-58%[inhibitor]
O=C(COC(=O)C1CCC1)Nc1ncc(Cl)cc1Cl	-10%
CN(Cc1ccccc1)c1nc2nonc2nc1N1CCCC(CN2CCCC2=O)C1 (stereo not given)	-1%
Cc1nc2ccccc2n1CSc1ccccc1	7%
CCOc1ccccc1NC(=O)CCNC(=O)c1ccc(Cl)cc1	-2%
CC1CCN(C(=O)c2ccccc2SCC(=O)NCC2CCCCC2)CC1	7%
O=C(CN1C(=O)CCc2cc(S(=O)(=O)N3CCOCC3)ccc21)NCc1ccc(Cl)cc1	6%
CC(C)N(C(=O)COC(=O)c1cccc(N(C)C)c1)c1ccccc1	9%
COc1ccc(CCNC(=O)CCc2c(C)nc3cc(-c4cccc(F)c4)nn3c2C)cc1OC	1%
O=C(CSc1nnc(-c2cccc(Br)c2)o1)NCC1CCCO1 (stereo not given)	-13%
Cc1noc(C)c1C(=O)N1CCN(S(=O)(=O)c2cccc(Cl)c2Cl)CC1	3%
Cc1ccc(CN2CCCn3nc(C(=O)NCCN(C)C)cc3C2=O)cc1	1%
O=S(=O)(c1ccccc1)n1nc(-c2ccccc2)nc1NCc1ccc(Cl)cc1	-55%[inhibitor]
CCN(CCn1cccn1)C(=O)c1cc(COc2c(F)cccc2F)on1	7%
CCC(C)NC(=O)Cn1cnc2sc(C)c(S(=O)(=O)N3CCN(c4ccccc4OC)CC3)c2c1=O (stereo not given)	2%
CCOC(=O)c1ccc(NC(=O)Cn2cc(C(=O)c3ccc(CC)cc3)c(=O)c3ccc(C)nc32)cc1	-4%
Additional entries
SMILES	aSyn yeast rescue
CC1(c2ccc(OC(F)F)cc2)NC(=O)N(CC(=O)c2ccc3c(c2)OCO3)C1=O (stereo not given)	4%
c1ccc(Nc2cccc3c(Nc4ccccc4)cccc23)cc1	-1%
NC(=O)C1CCN(C(=O)CC2(CC(=O)O)CCCC2)CC1	-13%
Cc1ccc(C)c(CN2C(=O)c3ccccc3S(=O)(=O)c3ccc(C(=O)N4CCN(Cc5ccccc5)CC4)cc32)c1	5%
Cc1oc(-c2ccccc2F)nc1CS(=O)CC(=O)NCc1ccc(F)cc1 (stereo not given)	-7%
COCCN(C(=O)COC(=O)CCC1CCCC1)c1c(N)n(Cc2ccccc2)c(=O)[nH]c1=O	5%
Cc1cc(C)c2c(=O)n3c(nc2c1)C(CC(C)C)NC(=O)c1cc2ccccc2cc1-3 (stereo not given)	-8%
O=C(NCCc1csc(-c2ccccc2)n1)c1ccccc1F	-4%
O=C(N/N=C/c1cccc(Br)c1)C1CC(=O)N(c2ccccc2)C1 (stereo not given)	6%
Cc1ccc(S(=O)(=O)CCC(=O)Nc2ccc(Br)cc2C)cc1	0%
CCOc1ccc(-n2c(SCc3ccccc3)nc3c([nH]c4ccccc43)c2=O)cc1	-8%
Cc1cc(=O)oc2cc(NC(=O)c3cccc(S(=O)(=O)N(C)C)c3)ccc12	-3%
CCOC(=O)C1(Cc2ccccc2)CCN(Cc2cccc3c2OCO3)CC1	-4%
Cc1ccc2nc(-c3ccncc3)c(Nc3ccccc3C)n2c1	6%
Cc1nn(C)c2c1c(C(F)(F)F)cc(=O)n2C(C)C(=O)NCc1ccccc1 (stereo not given)	-1%
Cc1ccc(NC(=O)/C=C/c2cccc(C(F)(F)F)c2)cc1	-9%
CCc1cc2c(CN(C)Cc3ccccc3F)cc(=O)oc2cc1O	-3%
COc1ccc(C(=O)NCCCNc2nc3cc(C)cc(C)c3cc2C#N)cc1	-7%
Cc1ccc(OCCCC(=O)N(C)CC(=O)Nc2c(C)cccc2C)cc1	11%
O=C(NCCc1c[nH]c2ccccc12)c1ccc(F)cc1F	0%
O=C(c1cccs1)N1C[C@@H](n2cc(C3CC3)nn2)[C@H](O)C[C@@H]1c1ccc(Cl)cc1	-4%
CCC(C)Cn1c(COc2ccc(OC)cc2)nc2ccccc21 (stereo not given)	1%
CC(=O)c1ccc(NC(=O)c2cnn3ccccc23)cc1	-4%
COc1cc(S(=O)(=O)N(Cc2ccccc2)CC2CCCO2)ccc1-n1cnnn1 (stereo not given)	12%
COc1cc(OC)c(NC(=O)c2noc3c2CSc2ccccc2-3)cc1Cl	-6%
COc1ccc(C(C)=O)cc1CS(=O)(=O)CC(=O)O	-1%
O=C(c1ccc([N+](=O)[O-])cc1)N1C=CC(C(F)(F)F)=NCC1	-5%
O=C(Nc1ccc(Cl)c(-c2nc3ccccc3o2)c1)c1ccc(-c2cccc([N+](=O)[O-])c2)o1	5%
CCN(Cc1ccccc1)C(=O)CCS(=O)(=O)c1ccc2c(c1)CCN2C(C)=O	5%
CCN(C(=O)CCS(=O)(=O)c1cc2c(cc1C)NC(=O)CO2)c1cccc(C)c1	8%
CC(C)(C)c1cc[n+](-c2[nH]c(=O)sc2/C=N/NC([S-])=Nc2ccccc2)cc1	-9%
Cn1cnnc1SCC(C)(C)NS(=O)(=O)c1ccc(Cl)cc1	6%
CCCCOC(=O)c1c(C)oc2c1cc(NS(=O)(=O)c1cc(OC)ccc1OC)c1ccccc12	2%
O=C(CCNC(=O)c1ccc([N+](=O)[O-])cc1)NC1CCCCC1	1%
CCOc1cc(C(=O)Nc2ccncc2)cc(OCC)c1OCC	1%
CCC(C(=O)NCc1ccc2c(c1)CCN2C(=O)c1ccc(F)cc1)c1ccccc1 (stereo not given)	2%
Cc1ccc(NC(=O)c2cnc(SCC(=O)N3CCCc4ccccc43)n(C)c2=O)cc1C	1%
COc1ccccc1NC(=O)NC1(C(=O)N2CCCCC2)CCCCC1	-3%
COc1cccc2sc(NC(=O)c3ccc(S(=O)(=O)N4CCC(C)CC4)cc3)nc12	8%
COc1ccnc(CSC(N)=Nc2ccccc2C(F)(F)F)c1	-8%
CCOc1cc(C2c3c(-c4ccccc4O)n[nH]c3C(=O)N2Cc2cccnc2)ccc1O (stereo not given)	4%
CN(Cc1ccc(Cl)cc1Cl)C(=O)C1CSC2(C)CCC(=O)N12 (stereo not given)	2%
Cc1ccc(C(=O)OCN2C(=O)c3ccccc3C2=O)o1	12%
Cc1ccc(S(=O)(=O)N(C)C)cc1NC(=O)COC(=O)C1CCN(S(=O)(=O)c2cccs2)CC1	6%
O=c1[nH]c(SCCN2CCOCC2)nc(O)c1-c1ccccc1	2%
CCc1sc(C(=O)N2CCN(c3ccc(F)cc3)CC2)cc1C	5%
Cc1ccc(CN2CCC(CNc3ncnc4onc(-c5ccc(Cl)cc5)c34)CC2)cc1	9%
COc1ccccc1NC(=O)C1=C(C)Nc2nc(SCc3ccccc3)nn2C1c1ccncc1 (stereo not given)	0%
COCCCn1c(=N)c(S(=O)(=O)c2ccccc2)cc2c(=O)n3cc(C)ccc3nc21	5%
COc1ccc(NC(=O)CN2CCN(C3CCCCC3)C(=O)C2=O)cc1	-16%
CCOC(=O)C1CCCN(Cc2cn3c(-c4ccc(Br)cc4)nnc3s2)C1 (stereo not given)	-3%
Cc1cc(C)c2c(=O)cc(C(=O)Nc3sc4c(c3C(=O)NCc3ccccc3)CCCC4)oc2c1	-1%
Cc1ccc2c(=O)cc(C(=O)Nc3nc4ccc(Cl)cc4s3)oc2c1	1%
COC(=O)CC1C(=O)NCCN1C(=S)NC(=O)C(c1ccccc1)c1ccccc1 (stereo not given)	0%
O=c1[nH]cnc2sc3c(c12)CCCCC3	15%
COc1cccc(N2CCN(Cc3nnc(-c4ccc5c(c4)OCO5)o3)CC2)c1	5%
Cc1cccc(-n2ccnc2SCC(=O)Nc2cccc3ccccc23)c1	4%
N#Cc1ccc(NC(=O)COC(=O)c2cccc(S(=O)(=O)N3CCCC3)c2)cc1	-5%
O=C(Oc1ccccc1)N(c1ccccc1)c1ccccc1	5%

Reformatted with bars between the fields: 16 of the compounds above
smiles | aSyn yeast rescue
CCOc1cc(C2c3c(-c4ccccc4O)n[nH]c3C(=O)N2Cc2cccnc2)ccc1O (stereo not given) | 4%
CN(Cc1ccc(Cl)cc1Cl)C(=O)C1CSC2(C)CCC(=O)N12 (stereo not given) | 2%
Cc1ccc(C(=O)OCN2C(=O)c3ccccc3C2=O)o1 | 12%
Cc1ccc(S(=O)(=O)N(C)C)cc1NC(=O)COC(=O)C1CCN(S(=O)(=O)c2cccs2)CC1 | 6%
O=c1[nH]c(SCCN2CCOCC2)nc(O)c1-c1ccccc1 | 2%
CCc1sc(C(=O)N2CCN(c3ccc(F)cc3)CC2)cc1C | 5%
Cc1ccc(CN2CCC(CNc3ncnc4onc(-c5ccc(Cl)cc5)c34)CC2)cc1 | 9%
COc1ccccc1NC(=O)C1=C(C)Nc2nc(SCc3ccccc3)nn2C1c1ccncc1 (stereo not given) | 0%
COCCCn1c(=N)c(S(=O)(=O)c2ccccc2)cc2c(=O)n3cc(C)ccc3nc21 | 5%
COc1ccc(NC(=O)CN2CCN(C3CCCCC3)C(=O)C2=O)cc1 | -16%
CCOC(=O)C1CCCN(Cc2cn3c(-c4ccc(Br)cc4)nnc3s2)C1 (stereo not given) | -3%
Cc1cc(C)c2c(=O)cc(C(=O)Nc3sc4c(c3C(=O)NCc3ccccc3)CCCC4)oc2c1 | -1%
Cc1ccc2c(=O)cc(C(=O)Nc3nc4ccc(Cl)cc4s3)oc2c1 | 1%
COC(=O)CC1C(=O)NCCN1C(=S)NC(=O)C(c1ccccc1)c1ccccc1 (stereo not given) | 0%
O=c1[nH]cnc2sc3c(c12)CCCCC3 | 15%
COc1cccc(N2CCN(Cc3nnc(-c4ccc5c(c4)OCO5)o3)CC2)c1 | 5%
